Runt-CBFb FRET – blocks binding of human RUNX1 Runt domain to CBFb | Q01196+Q13951 | Cerulean-Runt/Venus-CBFb FRET ratio 530/480, 1 h | inhibition, % at 20 µM | actives 0.46% (n = 220,000);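 active means inhibition over about 50% at 20 µM in the single-dose screen, limit read from the data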;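 further: 0% = DMSO wells and 100% = excess unlabeled CBFb competitor control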
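Schedule: protein complex preformed 1 h, compound exposure 1 h, room temperature, dark; test system: Cerulean-labeled Runt domain protein; amount: 100 nM per protein; buffer or medium: Tris 50 mM pH 7.5, KCl, K2SO4, 0.01% BSA; read-out: loss of energy transfer signal; detection: FRET fluorescence; controls: 5 µM unlabeled CBFb as full-inhibition high control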
Wee1 stabilizer – blocks degradation of human Wee1 kinase; P30291; HeLa Luc-Wee1K328M stability, luciferase luminescence; 100% = proteasome inhibitor MG132 effect; reporter increase, % at 5 µM; AID 1321; actives 1.2% (n = 220,000);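 active means activation above the mean of all tested compounds plus 3 SD, set per screening run, cut at about 8.8% in these data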;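 further: cells exposed to compound for 20 h before luminescence read; 0% = DMSO alone and 100% = MG132 at 30 µM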
FXIIa inh – factor XIIa (human) inhibition. P00748. purified FXIIa, Boc-QGR-AMC fluorogenic substrate, 2 h. inhibition, % at 5 µM. actives 0.3% (n = 220,000); in the data active means inhibition above about 40%;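 further: 0% = enzyme with no compound and 100% = blank without enzyme; many of its hits are not listed in these tables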
hK5 inh – kallikrein 5 (human) inhibition; recombinant hK5, fluorogenic AMC substrate cleavage; Q9Y337; inhibition, % at 5 µM; actives 0.59% (n = 210,000); AID 873;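 active means inhibition of 40% or more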;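 further: 0% = enzyme controls without compound and 100% = no-enzyme blanks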
Target sequence (Q9Y337 67-293 limits assumed): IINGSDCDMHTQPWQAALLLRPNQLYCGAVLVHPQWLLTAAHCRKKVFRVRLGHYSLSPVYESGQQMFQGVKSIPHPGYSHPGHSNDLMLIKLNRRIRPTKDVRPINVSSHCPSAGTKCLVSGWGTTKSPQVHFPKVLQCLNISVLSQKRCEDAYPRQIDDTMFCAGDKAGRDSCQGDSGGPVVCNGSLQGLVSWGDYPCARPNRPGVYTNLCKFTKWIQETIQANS
FXIa inh 1536 – blocks human coagulation factor XIa protease activity. purified FXIa, Boc-Glu-Ala-Arg-AMC fluorogenic substrate. inhibition, % at 5 µM. actives 0.14% (n = 220,000);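 active means inhibition of at least 40%; inactive means inhibition below 40%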;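 further: fluorescence of freed AMC excited at 355 nm; 0% = enzyme without compound and 100% = no enzyme blank; many of its hits are not listed in these tables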
Target sequence (P03951 19-387 limits assumed): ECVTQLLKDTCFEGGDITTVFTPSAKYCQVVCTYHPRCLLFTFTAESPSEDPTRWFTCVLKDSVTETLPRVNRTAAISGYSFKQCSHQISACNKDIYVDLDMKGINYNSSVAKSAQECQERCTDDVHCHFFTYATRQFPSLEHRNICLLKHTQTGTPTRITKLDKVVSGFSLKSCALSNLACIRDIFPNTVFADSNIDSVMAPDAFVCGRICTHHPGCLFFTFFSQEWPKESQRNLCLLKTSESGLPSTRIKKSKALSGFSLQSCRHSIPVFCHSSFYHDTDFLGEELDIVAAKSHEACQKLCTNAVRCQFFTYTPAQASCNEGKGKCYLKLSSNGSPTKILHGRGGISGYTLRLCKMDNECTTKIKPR
Target sequence (P03951 388-625 limits assumed): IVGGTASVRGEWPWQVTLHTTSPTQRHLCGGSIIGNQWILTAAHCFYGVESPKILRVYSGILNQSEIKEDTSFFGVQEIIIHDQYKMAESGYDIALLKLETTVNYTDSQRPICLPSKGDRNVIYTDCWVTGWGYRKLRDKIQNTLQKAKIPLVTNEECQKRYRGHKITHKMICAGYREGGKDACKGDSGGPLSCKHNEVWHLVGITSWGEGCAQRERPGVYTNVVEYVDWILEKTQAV
Hck-Nef inh – blocks Nef-activated human Hck kinase | P08631 | inhibition, % at 20 µM | Recombinant Hck-YEEI plus Nef, Z-Lyte FRET kinase assay | AID 463187 | actives 0.68% (n = 220,000);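 active means Hck-Nef kinase inhibition above about 50%, limit read from the data; inactive means inhibition below that limit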;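 further: 0% = DMSO with Hck plus Nef and 100% = Hck alone without Nef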
Runt-SMMHC FRET – Runt domain-CBFb-SMMHC interaction inhibition; AID 1434; Q01196+Q13951; inhibition, % at 20 µM; Cerulean-Runt/Venus-CBFb-SMMHC FRET ratio 530/480, 1 h; actives 0.74% (n = 220,000);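 active means mean inhibition across duplicate retests at 20 µM reaching about 50%, limit read from the data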;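 further: 0% = DMSO wells and 100% = wells with excess untagged CBFb-SMMHC; inhibitors lower the FRET ratio by blocking Runt binding to CBFb-SMMHC; some results filed as inactive read as strong as hits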
14-3-3 Bad inh – disrupts binding of bovine 14-3-3 zeta to phospho-Bad peptide; TR-FRET 14-3-3zeta/Dy647-pBad peptide displacement, 1 h; inhibition, % at 21.7 µM; actives 0.71% (n = 220,000);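 active means inhibition above about 70%, limit read from the data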;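 further: 0% = full 14-3-3 plus peptide FRET controls and 100% = background without 14-3-3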
Thrombin inh – inhibitors of human thrombin. alpha-thrombin, Boc-VPR-AMC fluorogenic substrate cleavage. inhibition, % at 5 µM. actives 0.26% (n = 220,000). AID 1046;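 active means inhibition at or above 40%; inactive means inhibition below 40%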;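 further: 0% = enzyme with no compound and 100% = wells without enzyme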
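Assay system: human alpha-thrombin enzyme. Reagent: Boc-VPR-AMC substrate, 15 µM final. Compound dosing: one concentration per compound, 5 µM, with 0.2% DMSO. Incubation: room-temperature reaction. Technique: AMC fluorescence, 355/460 nm. Measure: % inhibition relative to enzyme controls and enzyme-free blanks.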
* = called active by the depositor; / = no result given; [ ] = dose if it differs, or a comment.

SMILES	Runt-CBFb FRET	Wee1 stabilizer	FXIIa inh	hK5 inh	FXIa inh 1536	Hck-Nef inh	Runt-SMMHC FRET	14-3-3 Bad inh	Thrombin inh
CN1Cc2c(N3CCOCC3)nc3sc(C(=O)c4ccccc4)c(N)c3c2CC1(C)C	-3	2	4	4	2	-6	-4	-5	-2
CCOC(=O)c1oc2ccccc2c1NC(=O)c1cccs1	0	-2	8	29	-3	1	1	-3	2
COc1cc(C(F)(F)F)c(C(=O)N(C)Cc2ccc(Cl)c(Cl)c2)cn1	-2	2	9	-5	-6	16	0	-5	2
CC(=O)N1CCc2cc(S(=O)(=O)Nc3ccccc3N3CCN(C)CC3)ccc21	0	7	6	31	6	3	4	4	6
O=C(Cn1cccc1C(=O)c1ccccc1)NCc1ccccn1	-3	3	4	0	1	-1	-1	-15	-2
O=C(CCn1c(=S)oc2ccccc21)Nc1ccc2c(c1)OCCO2	1	6	-5	-4	-1	-5	-4	-8	-14
COc1cccc(CNC(=O)CN2C(=O)CC(c3ccccc3)=Nc3ccccc32)c1	0	3	6	5	2	18	4	4	-3
CC(CSc1nc2ccccc2s1)Cn1c(N2CCCC2)nc2c1c(=O)[nH]c(=O)n2C (centres undefined)	-5	-1	-3	-5	-3	0	-1	-9	-2
COc1cc(/C=N/n2cnnc2)ccc1OCC(=O)N1CCOCC1	1	1	11	-9	7	-11	4	-1	-2
CC(C)(C)c1ccc(C(=O)N2CCCN(c3ccc([N+](=O)[O-])cn3)CC2)cc1	-2	-3	12	-1	6	-4	0	0	-1
CC(C)CC(=O)NC(=S)Nc1nc(-c2cccc3ccccc23)cs1	-1	0	12	-11	4	-1	-1	-6[fluorescence artefact?]	2
CCN1CCCC1CNC(=O)CCNC(=O)c1cc(OC)c(OC)c(OC)c1 (centres undefined)	0	3	9	0	-6	3	5	-6[fluorescence artefact?]	-3
CC1CC(c2ccccc2)n2nc(NC(=O)CCc3ccccc3)nc2N1 (centres undefined)	1	-1	-2	-20	2	3	1	7	1
Cc1oc(S(=O)(=O)N2CCOCC2)cc1C(=O)Nc1ccc(F)cc1	0	1	3	-8	1	24	2	0	-7
CCN1CCc2nc(NC(=O)c3ccc4c(c3)OCCO4)sc2C1	51*	-2	7	-8	-1	7	112*	-2[fluorescence artefact?]	-2
CC(=O)c1ccc(NC(=O)CCCN2C(=O)/C(=C/C(C)=C/c3ccccc3)SC2=S)cc1	-4	-1	5	-10	4	3	-13	0	-5
Cc1ccc(C(=O)COC(=O)c2n[nH]c(=O)c3ccccc23)cc1	0	-2	5	-16	5	6	1	-11[fluorescence artefact?]	-1
CCC(C)(C)NC(=O)C(c1ccncc1)N(C(=O)c1sc(C)nc1C)c1ccc(F)cc1 (centres undefined)	-2	-1	6	1	-2	20	2	-5	0
NC(=O)CSc1nc2ccccc2nc1SCC(N)=O	-1	0	9	-5	-4	22	-3	-4	-12
Cc1cc(C)n2nc(SCc3ncc(-c4ccccc4)o3)nc2n1	22	/	13	-1	8	/	11	-7	3
Cc1nn2c(NCCN(C)C)c3c(nc2c1-c1ccccc1)CCCC3	-3	-2	12	-4	-6	12	0	-2	0
CC(C)(CNC(=O)c1ccc([N+](=O)[O-])c(Cl)c1)CNC(=O)c1ccc([N+](=O)[O-])c(Cl)c1	1	-1	8	-7	3	-1	10	-4	2
O=C(NCc1cccs1)C(=O)c1cn(CC(=O)N2CCOCC2)c2ccccc12	9	2	11	2	-1	7	4	-2	1
O=C(Cn1cc([N+](=O)[O-])cn1)NCC1CCCO1 (centres undefined)	-2	0	-1	-19	-1	-2	0	-5	-11
O=C(COC(=O)CNC(=O)c1ccc(F)cc1)Nc1cccc(S(=O)(=O)N2CCCC2)c1	-1	-3	6	0	-3	26	4	-4	-13
O=C(OCC#CCSc1nnc(-c2ccccc2)o1)c1cccs1	0	2	7	0	2	1	1	1	10
COC(=O)c1sccc1NC(=O)CC1C(=O)NCCN1C(=O)Nc1ccccc1 (centres undefined)	0	-2	3	4	-8	16	-3	1	-6
CCN(CC)C(=O)C(=O)c1cn(CC(=O)NCC2CCCO2)c2ccccc12 (centres undefined)	0	-3	12	/	4	-3	1	-10	2
CSc1cccc(NC(=O)N2CCN(C)CC2)c1	1	-1	12	0	-2	21	2	2	0
CCOc1ccc(-c2nnc(SCC(=O)N3CCOCC3)o2)cc1	-1	-1	6	10	3	-18	0	1	-7
COc1ccc(OC)c(/C=C/C(=O)OCC(=O)Nc2ccc(Cl)c(S(=O)(=O)N(C)C)c2)c1	5	-2	-8	-23	-6	-18	11	-8	-2
COc1cc(CN2CCN(Cc3ccc(C)cc3)CC2)c([N+](=O)[O-])cc1OC	4	1	9	0	3	1	5	34	-5
CC1(C)CC2CC(C)(CN2C(=S)NC(=O)c2ccccc2Cl)C1 (centres undefined)	2	-2	-1	-10	-2	-1	0	-11	-10
Cc1ccnc(N/C=C(/NC(=O)c2ccccc2)C(=O)N/N=C\c2ccc(Cl)cc2)n1	0	2	8	4	5	17	-8	1	0
O=C(NC1CCCCC1)N1CCCCCC1	-1	0	11	-16	5	0	2	2	4
CCCOc1ccc(N2C(=O)CC(N3CCN(CCN=CC4C(=O)CC(C)(C)CC4=O)CC3)C2=O)cc1 (centres undefined)	1	0	7	-5	-4	-3	-4	57	-13
CCNc1ccc(C(=O)OCC(=O)N2c3ccccc3NC(=O)C2(C)C)cc1[N+](=O)[O-]	-4	3	5	-20	3	3	0	-3[fluorescence artefact?]	-10
COc1cc(Cl)c(C)cc1NC(=O)[C@@H]1CCCN1C(=O)c1cccs1	-3	1	23	5	16	-1	1	-7	24
Cn1cccc1Cc1nnc(SCC(=O)NC2CCCC2)n1-c1ccc(F)cc1	0	-3	10	-1	-1	1	-3	4	-5
COc1ccc(C2C3=C(CCCC3=O)Nc3nc(C(F)(F)F)nn32)c(OC)c1OC (centres undefined)	0	0	15	-2	-1	-5	-8	-6	3
CCOc1ccc(-n2c(SCC(N)=O)nc3sc4c(c3c2=O)CCN(C)C4)cc1	-1	-1	11	-4	9	3	8	2	7
CCSc1c(-c2ccccc2)nc2c(C)cccc2c1C(=O)O	1	0	-10	-20	6	3	3	9	-7
Cc1cc(C=O)c(C)n1-c1ccc2c(c1)OCO2	7	3	7	2	3	20	4	-12	-5
CCCOc1cc(C)nc(-c2ccccc2O)n1	-1	1	11	7	-1	0	-3	-5	1
Cc1cccc(OCc2nnc(SCC(=O)N(C(C)C)C(C)C)n2Cc2ccco2)c1C	2	3	9	-26	4	2	-3	-17	12
CCOC(=O)c1sc(NC(=O)CSc2nnnn2-c2ccc(C)c(C)c2)nc1C	-1	4	20	-46	8	21	-1	2	6
CN(CCCNC(=O)CSc1cc(=O)n(C)c2ccc(Cl)cc12)Cc1ccccc1	0	-3	13	6	1	19	0	-4	6
COC(=O)c1ccc2c(c1)N(Cc1ccccc1F)C(=O)c1ccccc1S2=O (centres undefined)	2	6	6	-1	-3	-16	-3	4	-6
CCCC(=O)N1c2ccccc2C(=C2SC(C(=O)OC)=C(C(=O)OC)S2)C(=S)C1(C)C	22	1	12	-5	7	6	4	-3	3
O=C(O)c1cc(-c2cccnc2)nn1-c1ccccn1	-2	-3	7	-11	-5	-8	3	49	-2
Other entries:
SMILES	Runt-CBFb FRET	Wee1 stabilizer	FXIIa inh	hK5 inh	FXIa inh 1536	Hck-Nef inh	Runt-SMMHC FRET	14-3-3 Bad inh	Thrombin inh
CC(=O)Nc1nc2cccc([N+](=O)[O-])c2s1	2	-2	1	-6	-7	17	-3	-2	-7
COc1ccc(S(=O)(=O)Nc2cccc(S(=O)(=O)N3CCCCCC3)c2)cc1	2	-2	6	-1	3	1	-2	-1	-6
O=C(NNc1ccc([N+](=O)[O-])cc1)C1CC1c1ccccc1 (centres undefined)	5	0	12	-4	4	1	-3	0	6
Cc1nc2cc(NC(=O)CCS(=O)(=O)c3ccccc3)ccc2s1	2	2	11	-5	3	6	2	0	-1
CCc1ccc(N2CC(C(=O)NC3=NCCS3)CC2=O)cc1 (centres undefined)	-1	-2	-3	2	-7	1	1	-3	-3
COC(=O)c1sc(NC(=O)CSc2nnnn2-c2cccc(OC)c2)nc1C	-1	1	20	-11	13	37	5	12[fluorescence artefact?]	4
Clc1ccc(OCCSCc2nc3ccccc3[nH]2)cc1	0	6	11	-14	11	-2	-2	-7	13
CCOC(=O)c1sc(NC(=O)CCCCCN2C(=O)c3cccc4cccc(c34)C2=O)nc1C	0	-3	14	-20	4	7	1	29	-5
COC(=O)CCC(=O)OC1(C)C(=O)C=C2C=C3CCCN3C=C2C1=O (centres undefined)	1	/	4	-1	-1	19	4	-2	-6
Cc1cccc(-c2ncc(CN3CCCC(CO)(Cc4ccccc4C)C3)cn2)c1 (centres undefined)	-1	6	3	/	0	-2	2	-1	-3

Runt-SMMHC FRET, entries above that show a hit.
SMILES	Runt-CBFb FRET	Wee1 stabilizer	FXIIa inh	hK5 inh	FXIa inh 1536	Hck-Nef inh	Runt-SMMHC FRET	14-3-3 Bad inh	Thrombin inh
CCN1CCc2nc(NC(=O)c3ccc4c(c3)OCCO4)sc2C1	51*	-2	7	-8	-1	7	112*	-2[fluorescence artefact?]	-2

New compounds follow
SMILES	Runt-CBFb FRET	Wee1 stabilizer	FXIIa inh	hK5 inh	FXIa inh 1536	Hck-Nef inh	Runt-SMMHC FRET	14-3-3 Bad inh	Thrombin inh
Cc1cccc(NC(=S)NCCO)c1C	0	1	9	-13	8	4	-4	-5[fluorescence artefact?]	0
CCOC(=O)Nc1ccc2c(CN3CCN(S(=O)(=O)c4ccccc4)CC3)cc(=O)oc2c1	-1	-2	13	2	6	0	-2	-6	2
Cn1c(SCC(=O)c2ccc(F)cc2)nnc1-c1ccccc1N	0	1	-1	-27	-6	0	-6	14	-12
COC(=O)CCC(=O)Nc1ccc(N=Nc2ccccc2)cc1	-1	0	9	-17	-6	0	-4	-10	3
Clc1ncnc2c1oc1ccccc12	0	2	1	-11	-12	0	7	-5	-24
CCCNC(=O)CSc1nnc(-c2ccco2)n1C	1	-4	2	2	7	-2	-2	-21	5
COCc1cc([C@@H]2C[C@H]3CN(c4ccccc4)C(=O)[C@]34CCCN24)ccc1OC	0	-1	2	/	-4	-6	2	4	-4
CCOCCCNC(=O)C1CCN(c2cc(C)nc3c(-c4ccc(OC)c(OC)c4)c(C)nn23)CC1	0	0	16	-1	8	-2	-2	-1	2
CCOC(=O)C1(C/C(C)=N/NC(N)=O)CC(C)OC1=O (centres undefined)	-1	3	17	35	14	-4	2	6	30
Cn1cnnc1SCC(=O)NCCC(c1ccccc1)c1ccccc1	-2	3	6	-6	0	-13	3	1	2
O=C1CC(N2CCN(C3CC(=O)N(CCc4ccccc4)C3=O)CC2)C(=O)N1CCc1ccccc1 (centres undefined)	0	0	4	-17	-27	1	-2	6	1

Single values from the results shown.
COC(=O)CCC(=O)Nc1ccc(N=Nc2ccccc2)cc1 in Runt-CBFb FRET: -1
CCCNC(=O)CSc1nnc(-c2ccco2)n1C in hK5 inh: 2

Bioassay records (PubChem)
